Screens as filed in PubChem.
Menin MLL FP TR – displaces Texas Red mutant MLL peptide from human menin; Potency, µM (highest dose often 61.6 µM), for inactives: at the top dose FP activity change, negative = inhibition, most hits filed as inhibitors; 0.23% of 270,000 active; Menin + Texas Red MLL mutant peptide, fluorescence polarization; AID 1768; active means well fitted inhibition curve with a large enough effect in the polarisation, with a control signal flat, not every such curve was filed as active; inconclusive means small, poorly fitted or top-dose-only effect, or effect the other way, or a change in a side signal; inactive means no such curve, though single readings can be large or run the other way; the % refers to the polarisation; further: potency means the concentration at half of the fitted maximal effect; % of control where 0% means no effect; many of its hits are not listed in these tables
USP2a block – blocks human ubiquitin-specific protease USP2a | AID 463254 | Potency, µM (series often up to 38.3 µM), without a hit: at the highest dose activity change, negative = inhibition, actives largely listed as inhibitors | 0.01% of 330,000 active | USP2 core, Ub-CHOP2 coupled fluorogenic reporter, 485/531 | O75604;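 further: potency means the concentration at half of the fitted maximal effect; plate controls were DMSO wells for no effect and full inhibition by NEM control for full effect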
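USP2 core (10nM final) preincubated 30min RT with compound in 20mM Tris-HCl pH 8.0, 2mM CaCl2, 2mM beta-mercaptoethanol, 0.05% CHAPS; 25nM Ub-CHOP2 plus 25nM reporter substrate added, fluorescence (Ex485/Em531) read after 60min.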
PKM2 act – activators of human pyruvate kinase M2; Potency, µM (highest dose often 57.5 µM), for the others: top-dose activation, hits mostly activators; purified PKM2, Kinase-Glo ATP luminescence, activation; response scale: 0% is enzyme alone, no compound; 0.34% of 260,000 active; P14618; further: potency means the concentration at half of the fitted maximal effect; on the % scale 0 is the no-effect control and ±100 the full control effect; nearly all actives have a fitted effect of over 55% in size
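hPK-M2, >95% pure; 0.1 mM ADP / 0.5 mM PEP final; imidazole pH7.2 buffer w/ 7 mM MgCl2, 50 mM KCl; 1 h RT; Kinase-Glo lum. Intermediate enzyme activity for dual inhibitor/activator qHTS.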
GALK inhibitor – galactokinase (human) inhibition. Purified GALK, Kinase-Glo residual ATP luminescence. Potency, µM (highest dose often 57.5 µM), without a hit: top-dose activity change, negative = inhibition, actives largely listed as inhibitors. 0.007% of 270,000 active. AID 1868; further: potency means the concentration at half of the fitted maximal effect; on the % scale 0 is the no-effect control and ±100 the full control effect
Target sequence (P51570 whole entry, looked up): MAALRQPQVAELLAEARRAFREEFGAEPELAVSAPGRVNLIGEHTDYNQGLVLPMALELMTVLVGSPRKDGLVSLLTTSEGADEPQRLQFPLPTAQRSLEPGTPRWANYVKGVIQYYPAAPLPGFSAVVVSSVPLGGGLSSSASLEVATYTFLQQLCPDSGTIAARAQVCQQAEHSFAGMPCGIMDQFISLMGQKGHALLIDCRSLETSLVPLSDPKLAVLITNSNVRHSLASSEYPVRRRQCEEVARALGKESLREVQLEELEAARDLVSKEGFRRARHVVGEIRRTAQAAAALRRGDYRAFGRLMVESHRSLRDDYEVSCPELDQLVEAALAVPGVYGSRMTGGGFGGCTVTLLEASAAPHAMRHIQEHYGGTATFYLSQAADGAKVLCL
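The enzyme phosphorylates galactose (100 uM) using ATP (35 uM); inhibition is detected as higher residual ATP, quantified by bioluminescence after 1 h reaction at room temperature, pH 8.0.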
KCNH2 WT inh – inhibitors of human wildtype KCNH2 potassium channel | U2OS, BacMam KCNH2, thallium flux FluxOr; active compounds read low | activity change, % at 1.84 µM | 0.37% of 340,000 active | AID 720551;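 active means maximum activity change below -70%; inconclusive means maximum activity change between -70% and -50%; inactive means maximum activity change above -50%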; further: on the % scale 0 is the no-effect control and ±100 the full control effect
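U2OS cells were transduced with wild-type KCNH2 virus (2.03 x 10^8 / mL) for 4 h at room temperature, then cultured overnight at 37 C. Thallium flux was read with FluxOr dye. Rate constants were normalized to DMSO controls.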
Eya2 phos inh – blocks the phosphatase activity of human Eya2. recombinant Eya2, OMFP fluorescence dephosphorylation (OMFP is methylfluorescein phosphate). Potency, µM (titrated, usually from 76.9 µM), inactives show at the highest dose activity, negative = inhibition, usual class: inhibitors. 0.006% of 330,000 active. AID 488837; further: potency means the concentration at half of the fitted maximal effect; on the % scale 0 is the no-effect control and ±100 the full control effect
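Eya2 (0.2 uM) preincubated 10 min at ambient with compound, then OMFP substrate added at 50 uM; 10 min reaction in 50 mM HEPES pH 7.5, 50 mM NaCl, 5 uM MgCl2, 0.05% BSA, 1 mM DTT. Fluorescence read at Ex 485/Em 525 nm.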
TSHR antagonist – human thyrotropin receptor antagonism; 0.2% of 330,000 active; P16473; TSHR-expressing cells, TSH-stimulated cAMP HTRF, 2 h; active compounds read low; activity change, negative = inhibition, % at 11.5 µM; AID 504810;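 active means activity change below a set negative limit, meaning inhibition stronger than a set level, cut at about -70% in these data; inconclusive means activity change between two set negative limits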; further: on the % scale 0 is the no-effect control and ±100 the full control effect
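TSHR-expressing cells, 200/well, pre-treated with compound, then stimulated with EC80 TSH (4nM final) for 2 hours at 37 deg C. cAMP measured by competitive HTRF: anti-cAMP cryptate antibody in lysis buffer plus cAMP-d2, read after 30 minutes at room temperature.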
Mito fusion yeast – inhibitors of mitochondrial division or activators of mitochondrial fusion; S. cerevisiae fusion-defective mutant growth rescue, CellTiterGlo 48 h; Potency, µM (highest dose often 46.1 µM), for the others: at the highest dose growth rescue (activation), hits mostly activators; 0.23% of 320,000 active; AID 485298;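 further: potency means the concentration at half of the fitted maximal effect; % of control where 0% means no effect; nearly all actives have a fitted effect of over 45% in size; temperature-sensitive fusion mutants such as fzo1-1 at 37 °C on non-fermentable ethanol glycerol medium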
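Read-out: ATP-based luminescence (CellTiterGlo, 10 min ambient) reporting growth of fusion-defective ts yeast after 48 hours at 37C on glycerol/ethanol YPEG medium in the presence of compound.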
S-ASM inh – blocks human secretory acid sphingomyelinase; P17405; placental ASM, HMU-PC fluorogenic substrate, 60 min; Potency, µM (series often up to 57.5 µM), inactives show at the top dose activity change, negative = inhibition, hits mostly inhibitors; 0.006% of 340,000 active; AID 504937; further: potency means the concentration at half of the fitted maximal effect
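Fluorescence read-out (Ex 386 nm, Em 447 nm) after stopping the reaction at pH 10. Enzyme: ASM from human placenta; substrate HMU-PC0, 9 uM final; 60 min, 37 °C. Compound preincubation 10 min, ambient temperature.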
MBNL1-CUG inh – MBNL1-poly(CUG) RNA binding inhibition; Q9NR56; TR-FRET MBNL1-His/biotin-(CUG)12 binding, 665/545 ratio; Potency, µM (highest dose often 57.5 µM), for the others: top-dose activity change, negative = inhibition, most hits filed as inhibitors; 0.036% of 280,000 active; active means well fitted inhibition curve with a large enough effect in the signal ratio, with a control signal flat, not every such curve was filed as active; inconclusive means small, poorly fitted or top-dose-only effect, or effect the other way, or a change in a side signal; inactive means no such curve, though single readings can be large or run the other way; the % refers to the signal ratio; further: potency means the concentration at half of the fitted maximal effect; on the % scale 0 is the no-effect control and ±100 the full control effect
Target sequence (Q9NR56 whole entry, looked up): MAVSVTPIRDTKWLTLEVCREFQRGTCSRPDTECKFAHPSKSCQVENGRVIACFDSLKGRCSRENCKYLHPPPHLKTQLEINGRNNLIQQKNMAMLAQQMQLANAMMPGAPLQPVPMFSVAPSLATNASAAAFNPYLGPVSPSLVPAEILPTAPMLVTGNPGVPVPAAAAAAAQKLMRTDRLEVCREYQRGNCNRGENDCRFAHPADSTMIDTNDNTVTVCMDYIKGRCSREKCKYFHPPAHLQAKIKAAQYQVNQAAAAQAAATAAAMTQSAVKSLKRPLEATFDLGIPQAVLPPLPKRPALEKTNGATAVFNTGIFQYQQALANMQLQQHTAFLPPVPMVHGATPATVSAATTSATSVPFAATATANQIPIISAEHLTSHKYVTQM
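TR-FRET between His-tagged MBNL1 and biotin-(CUG)12 RNA, detected with Tb anti-His antibody (0.055 ng/ul) and streptavidin-XL665 (5 nM), 60 min at room temperature. Compounds titrated 92 nM to 58 uM; 665/545 nm ratio normalized to buffer and complex controls.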
BCR signal inh – blocks chronic active B-cell receptor signaling; 0.05% of 340,000 active; ABC-DLBCL IkBa-CBG/CBR reporter, luminescence ratio, 4 h; Potency, µM (top dose mostly 46.1 µM), inactives show at the highest dose ratio change, negative = lower green/red ratio, usual class: inhibitors; active means well fitted inhibition curve with a large enough effect in the signal ratio, with a control signal flat, not every such curve was filed as active; inconclusive means small, poorly fitted or top-dose-only effect, or effect the other way, or a change in a side signal; the % refers to the signal ratio;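 further: potency means the concentration at half of the fitted maximal effect; plate controls were basal doxycycline-induced cells for no effect and cells given 10 µM MG132 for full effect; MG132 reads +100%, hits lower the ratio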
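Doxycycline induced both beetle luciferases in TMD8 lymphoma cells; IKK-driven degradation limits the IkappaBalpha-fused green signal, while red luminescence normalises for cell number and nonspecific effects. Compounds tested up to 46 uM, 4 hrs.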
Active calls of the source: *; & = joins results of further samples. Unless noted, the call rests on the fitted dose curve; in most records, active means well fitted curve in the direction sought with a large enough effect; inconclusive means small, poorly fitted or top-dose-only effect, or another doubt; inactive means no such curve, though single readings can be large; an effect the other way counts as inactive or inconclusive. This is a subset, so the mix of outcomes need not match the whole.

What do the screens show for `COc1ccc(CN2CCC(CO)(Cc3ccccc3C(F)(F)F)CC2)c(F)c1`?
Menin MLL FP TR: inconclusive; USP2a block: 1%; PKM2 act: -2%; GALK inhibitor: 1%; KCNH2 WT inh: 13; Eya2 phos inh: 2%; TSHR antagonist: 6; Mito fusion yeast: 16%; S-ASM inh: 4%; MBNL1-CUG inh: -12%; BCR signal inh: inconclusive

How did C/C(=N/NC(N)=S)c1ccccc1[N+](=O)[O-] do in these assays?
Menin MLL FP TR: 1%; USP2a block: 1%; PKM2 act: -1%; GALK inhibitor: -2%; KCNH2 WT inh: 8; Eya2 phos inh: 18%; TSHR antagonist: -1; Mito fusion yeast: -4%; S-ASM inh: 2%; MBNL1-CUG inh: inconclusive; BCR signal inh: -11%

Results for O=C(NCc1ccccc1)c1ccc(NC(=O)c2ccccc2F)cc1 ?
USP2a block: 1%; PKM2 act: -2%; GALK inhibitor: 6%; KCNH2 WT inh: 6; Eya2 phos inh: -2%; TSHR antagonist: -11; Mito fusion yeast: -1%; S-ASM inh: 0%; MBNL1-CUG inh: 5%; BCR signal inh: -4%

How did COc1cccc(N2CCN(S(=O)(=O)c3ccc4c(c3)NC(=O)C(C)C(=O)N4)CC2)c1 (stereo unspecified) do in these assays?
Menin MLL FP TR: -14%; USP2a block: -2%; GALK inhibitor: 1%; KCNH2 WT inh: 8; Eya2 phos inh: -4%; TSHR antagonist: -35; Mito fusion yeast: -1%; S-ASM inh: -1%; MBNL1-CUG inh: -14%; BCR signal inh: -16%

What do the screens show for `CC1CCN(Cc2csc(N)n2)CC1`?
Menin MLL FP TR: 3%; USP2a block: 3%; PKM2 act: 2%; GALK inhibitor: 0%; KCNH2 WT inh: -4; Eya2 phos inh: 6%; TSHR antagonist: 13; Mito fusion yeast: 0%; S-ASM inh: 7%; MBNL1-CUG inh: 0%; BCR signal inh: -4%

What do the screens show for `CCOC(=O)c1c(-c2cccc([N+](=O)[O-])c2)cn2ccccc12`?
Menin MLL FP TR: 15%; USP2a block: 2%; PKM2 act: 1%; GALK inhibitor: 0%; KCNH2 WT inh: -5; Eya2 phos inh: -1%; TSHR antagonist: -22; Mito fusion yeast: 28%; S-ASM inh: -2%; MBNL1-CUG inh: 12%; BCR signal inh: 8%

Results for Cc1ccc(CN2CCN(Cc3cnn(-c4ccc(F)cc4)c3)CC2CCO)o1 (stereo unspecified) ?
Menin MLL FP TR: 7%; USP2a block: 1%; PKM2 act: -7%; GALK inhibitor: 4%; KCNH2 WT inh: 16; Eya2 phos inh: 9%; TSHR antagonist: -8; Mito fusion yeast: -7%; S-ASM inh: 0%; MBNL1-CUG inh: -9%; BCR signal inh: 4%

What do the screens show for `COC(=O)c1[nH]c2c(c1C)C(=O)CCC2`?
USP2a block: -1%; PKM2 act: -20%; GALK inhibitor: -3%; KCNH2 WT inh: -7; Eya2 phos inh: 2%; TSHR antagonist: 42; Mito fusion yeast: 5%; S-ASM inh: -3%; MBNL1-CUG inh: -1%; BCR signal inh: 0%

How did CC(O)CNc1nc2sc3c(c2c(=O)n1CCc1ccccc1)CCCCC3 (stereo unspecified) do in these assays?
Menin MLL FP TR: inconclusive; USP2a block: 1%; PKM2 act: 0%; GALK inhibitor: -1%; KCNH2 WT inh: 6; Eya2 phos inh: -6%; TSHR antagonist: -7; Mito fusion yeast: 20µM*; S-ASM inh: -18%; MBNL1-CUG inh: -3%; BCR signal inh: inconclusive

How did CC(CCc1ccccc1)NC(=O)C1CCN(S(=O)(=O)c2cnc[nH]2)CC1 (stereo unspecified) do in these assays?
Menin MLL FP TR: 7%; USP2a block: 0%; PKM2 act: 6%; GALK inhibitor: 0%; KCNH2 WT inh: 0; Eya2 phos inh: 3%; TSHR antagonist: -2; Mito fusion yeast: -4%; S-ASM inh: -1%; MBNL1-CUG inh: -3%; BCR signal inh: inconclusive

What do the screens show for `CCCCNC(=O)COC(=O)c1c2c(nc3ccccc13)CCC2`?
Menin MLL FP TR: inconclusive; USP2a block: -5%; PKM2 act: 1%; GALK inhibitor: 9%; KCNH2 WT inh: -15; Eya2 phos inh: 6%; TSHR antagonist: -4; Mito fusion yeast: 4%; S-ASM inh: 0%; MBNL1-CUG inh: 8%; BCR signal inh: 18%

Results for COc1cc(-c2cc(C(=O)Nc3ccc(S(=O)(=O)Nc4ncccn4)cc3)c3ccccc3n2)cc(OC)c1OC ?
USP2a block: 1%; PKM2 act: 5%; GALK inhibitor: -7%; KCNH2 WT inh: -7; Eya2 phos inh: -1%; TSHR antagonist: -10; Mito fusion yeast: 4%; S-ASM inh: 2%; BCR signal inh: 1%

What do the screens show for `COc1cccc(C(=O)Nc2ccc3nc(N4CCN(c5ncccn5)CC4)cc(C)c3c2)c1OC`?
Menin MLL FP TR: 0%; USP2a block: 0%; PKM2 act: -4%; GALK inhibitor: -6%; Eya2 phos inh: -19%; TSHR antagonist: inconclusive; Mito fusion yeast: 19%; MBNL1-CUG inh: 28%; BCR signal inh: inconclusive

What do the screens show for `COC(=O)c1ccccc1S(=O)(=O)N1CCC(NC(=O)c2ccccc2)CC1`?
Menin MLL FP TR: 11%; USP2a block: 1%; GALK inhibitor: -2%; KCNH2 WT inh: 4; Eya2 phos inh: -8%; TSHR antagonist: 8; Mito fusion yeast: -3%; S-ASM inh: 0%; MBNL1-CUG inh: -4%; BCR signal inh: inconclusive

Results for COc1ccccc1N=Cc1nc(-c2ccccc2)oc1OC(C)=O ?
Menin MLL FP TR: 0%; USP2a block: 5%; PKM2 act: 0%; GALK inhibitor: 0%; KCNH2 WT inh: -3; Eya2 phos inh: -7%; TSHR antagonist: 7; Mito fusion yeast: -2%; S-ASM inh: -1%; MBNL1-CUG inh: -7%; BCR signal inh: -7%

Results for COC(=O)Cc1csc(N)n1 ?
Menin MLL FP TR: 0%&-16%; USP2a block: -2%&2%; PKM2 act: -1%&1%; GALK inhibitor: -1%&0%; KCNH2 WT inh: 1&5; Eya2 phos inh: 6%&8%; TSHR antagonist: 3&4; Mito fusion yeast: 1%&-6%; S-ASM inh: 2%&8%; MBNL1-CUG inh: -4%&-2%; BCR signal inh: inconclusive

What do the screens show for `O=C1C(Nc2ccccc2)=CC(c2ccc(O)cc2)N1c1ccccc1` (stereo unspecified)?
USP2a block: -4%; PKM2 act: -12%; GALK inhibitor: -2%; KCNH2 WT inh: 0; Eya2 phos inh: 5%; TSHR antagonist: 1; Mito fusion yeast: 0%; S-ASM inh: -2%; BCR signal inh: inconclusive

What do the screens show for `O=C(c1ccc([N+](=O)[O-])cc1)n1nc(-c2ccccc2)nc1NCc1ccccc1`?
Menin MLL FP TR: inconclusive; USP2a block: 5%; PKM2 act: 1%; GALK inhibitor: 0%; KCNH2 WT inh: 3; Eya2 phos inh: 16%; TSHR antagonist: 44; Mito fusion yeast: 0%; S-ASM inh: -6%; MBNL1-CUG inh: inconclusive; BCR signal inh: inconclusive

What do the screens show for `CSc1ncccc1C(=O)OCC(=O)NC1CC1`?
USP2a block: 2%; KCNH2 WT inh: -7; Eya2 phos inh: 29%; TSHR antagonist: -5; Mito fusion yeast: -4%; S-ASM inh: 2%; BCR signal inh: 0%

How did Cc1ccc(N(Cc2ccccc2F)S(C)(=O)=O)cc1C do in these assays?
Menin MLL FP TR: -4%; USP2a block: 0%; PKM2 act: 2%; GALK inhibitor: -2%; KCNH2 WT inh: -7; Eya2 phos inh: 6%; TSHR antagonist: -11; Mito fusion yeast: 1%; S-ASM inh: 1%; MBNL1-CUG inh: 2%; BCR signal inh: -11%

Results for N/C(=N\OC(=O)/C=C/c1ccccc1Cl)c1ccccn1 ?
Menin MLL FP TR: 11%; USP2a block: 0%; PKM2 act: -30%; GALK inhibitor: 0%; KCNH2 WT inh: 0; Eya2 phos inh: -17%; TSHR antagonist: 2; Mito fusion yeast: -7%; S-ASM inh: 9%; MBNL1-CUG inh: 9%; BCR signal inh: inconclusive

Results for COc1ccc2oc(=O)c(C(=O)OCC(=O)c3ccc([N+](=O)[O-])cc3)cc2c1 ?
Menin MLL FP TR: 0%; USP2a block: 12%; PKM2 act: 22%; GALK inhibitor: -2%; Eya2 phos inh: 10%; TSHR antagonist: -8; Mito fusion yeast: 3%; MBNL1-CUG inh: 23%; BCR signal inh: 2%
